# Compound activity as filed in PubChem.
# MITF primary – inhibitors of human MITF. O75030. AlphaScreen MITF homodimerization, bead proximity signal. inhibition, % at 2.6 µM. 650,000 tested, 0.91% active. AID 1259374; in the data active means inhibition above about 50%;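 further: 0% = vehicle wells with protein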
# FBW7 act – human FBW7 E3 ligase activation, primary screen | normalized activity (activation), % at 26.1 µM | 650,000 tested, 0.13% active | AlphaScreen FBW7–phospho-cyclin E peptide binding, activator screen; in the data active means normalized activity above about 1.9%;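 further: purified mutant Fbw7 with reduced substrate affinity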
# Target sequence (Q969H0 whole entry, looked up): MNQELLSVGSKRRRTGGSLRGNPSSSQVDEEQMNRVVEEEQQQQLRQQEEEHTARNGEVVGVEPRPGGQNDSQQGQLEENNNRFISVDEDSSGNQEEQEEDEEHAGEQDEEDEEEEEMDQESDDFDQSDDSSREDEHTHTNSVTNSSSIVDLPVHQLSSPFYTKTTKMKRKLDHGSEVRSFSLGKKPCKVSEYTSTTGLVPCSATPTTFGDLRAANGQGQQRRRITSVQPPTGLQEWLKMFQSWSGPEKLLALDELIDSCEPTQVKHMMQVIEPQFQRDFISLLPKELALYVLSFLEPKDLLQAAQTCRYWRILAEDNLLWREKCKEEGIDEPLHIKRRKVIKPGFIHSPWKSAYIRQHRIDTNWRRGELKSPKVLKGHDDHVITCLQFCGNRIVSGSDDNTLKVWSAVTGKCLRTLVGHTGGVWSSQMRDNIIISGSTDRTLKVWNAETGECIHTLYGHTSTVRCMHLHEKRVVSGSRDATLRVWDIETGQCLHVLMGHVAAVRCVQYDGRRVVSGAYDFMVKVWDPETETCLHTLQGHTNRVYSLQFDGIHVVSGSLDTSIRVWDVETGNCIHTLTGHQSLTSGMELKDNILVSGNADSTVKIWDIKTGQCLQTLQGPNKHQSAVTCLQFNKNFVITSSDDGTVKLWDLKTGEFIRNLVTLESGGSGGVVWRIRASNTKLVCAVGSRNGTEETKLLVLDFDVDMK
# TEAD-YAP inh – TEAD-YAP interaction inhibition; HEK-TIYL cells, TEAD-Gal4/YAP UAS-luciferase luminescence; inhibition, % at 9.12 µM; 640,000 tested, 1.4% active; AID 1259422; in the data active means inhibition above about 32%;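 further: 0% = median of test compound wells and 100% = reference inhibitor wells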
# GPR151 ag – activators of human GPR151; Q8TDV0; 650,000 tested, 1% active; AID 1508602; activation, % at 11.2 µM; PathHunter beta-arrestin GPR151 cells, luminescence; in the data active means activation above about 4.9%;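 further: 0% = median of compound wells and 100% = cells with positive control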
# Starred values were filed as active, the others as inactive; · = no result given; & = joins results of further samples. This is a random part of the collection. About 3.4% of those tested had a hit in this group.
canonical_smiles	MITF primary	FBW7 act	TEAD-YAP inh	GPR151 ag
c1ccc(Nc2ccnc(Nc3ccc(N4CCOCC4)cc3)n2)cc1	7	-0.3	1	-0.2
CCC(CO)n1c(=S)[nH]c2cc(OC)c(OC)cc2c1=O (configuration not stated)	8	0.2	7	-1.0
NC(=O)c1cc(S(=O)(=O)Nc2ccccc2)ccc1O	-3	0.0	-10	1.7
CN1CCN(Cc2cc(-c3ccc(F)cc3)ccc2OCC(=O)NC(C)(C)CO)CC1	0	0.0	-2	-0.1
COCc1nnc(SCC(=O)Nc2ccc(C(C)C)cc2)n1-c1ccccc1	11	0.0	9	-0.2
Cc1ccc(CCNC(=O)c2cc(S(=O)(=O)N3CCCCC3)c[nH]2)cc1	-2	-0.1	5	-1.3
O=C(Cc1c[nH]c2ccccc12)N1CCC(c2ccnc3nc(C(F)(F)F)nn23)CC1	18	0.3	11	-0.6
COc1ccc(C2CC(C(F)(F)F)n3nc(C(=O)Nc4cccc(C(F)(F)F)c4)c(Cl)c3N2)cc1 (configuration not stated)	-4	0.0	-17	0.2
N#CC1=C(SCC(=O)NCc2ccccc2)NC2=C(C(=O)CCC2)C1c1ccco1 (configuration not stated)	3	-0.1	-5	0.1
Nc1nnc(CC(=O)N/N=C/c2cc(Br)ccc2O)s1	24	-0.1	-1	0.6
Cc1cccc(C(=O)OCC(=O)c2ccccc2Cl)c1O	5	0.4	-24	-1.0
CCOc1cc(/C=C2\N=C(c3ccc4c(c3)OCO4)OC2=O)ccc1OC(C)=O	7	0.0	10	0.1
COc1ccc(C)cc1S(=O)(=O)N1CCC(C(=O)N2CCc3ccccc3C2)CC1	-13	0.0	2	1.3
CC(C)(C)c1ccc(C(=O)OCC(=O)NC(=O)NCc2ccccc2)cc1	11	0.1	1	-0.6
CCC(=O)N1C(CC(=O)Nc2ccc(F)cc2)C(=O)NC2CCCCC21 (configuration not stated)	4	0.2	5	0.7
O=C(NCc1ccc(F)cc1)N1c2ccccc2Sc2ccccc21	-10	-0.4	-8	-0.3
COc1ccc2ccccc2c1/C=N\n1c(C)cc(C)c(C(N)=O)c1=O	8	0.1	-10	-0.4
Cc1ccnc(SCCCn2c(N3CCCCCC3)nc3c2c(=O)[nH]c(=O)n3C)n1	-9	-0.2	-8	0.1
CSc1cccc(CN2CCN3C(=O)[C@@H]([C@H](C)O)NC(=O)[C@H]3C2)c1	-7	-0.1	5	0.1
COc1ccc(-c2noc(CCC(=O)Nc3cccc(Cl)c3)n2)cc1	-5	-0.2	0	9.5*
CC1(C)CC(=O)C2=C(C1)NC1=C(C(=O)CC(C)(C)C1)C2c1ccc(Br)cc1	-9	0.1	4	-0.3
CN1CCN(C(CNS(=O)(=O)c2ccc(F)cc2)c2ccc(F)cc2)CC1 (configuration not stated)	3	-0.1	1	0.6
CCCCOc1ccccc1/C=C1\N=C(c2ccccc2)OC1=O	-2	0.0	-24	-0.1
CC(C)(C)NC(=O)CN(Cc1ccccc1)S(=O)(=O)c1ccc(F)cc1	0	0.1	12	5.3*
CCOC(=O)N1CCN(CC(O)COc2ccc(-c3ccccc3)cc2)CC1 (configuration not stated)	-22	-0.1	-6	0.2
COc1ccccc1CNC(=O)C12CC3CC(CC(C3)C1)C2	-2	0.7	-8	-0.4
O=C(NCCO)/C(=C\c1ccco1)NC(=O)c1ccc(Br)cc1	1	-0.2	6	0.0
Cc1ccc(-c2cc(C(F)(F)F)n3ncc(C(=O)N(C)CCC#N)c3n2)cc1	3	0.2	-5	2.4
O=C(NNC(=O)c1ccc2c(c1)OCO2)Nc1ccc(Cl)cc1	13	-0.1	-4	-0.8
Cc1ccc(N(CC(=O)Nc2ccccc2C(N)=O)S(=O)(=O)c2ccccc2)cc1C	-7	0.0	3	0.0
O=C(NC(=S)Nc1ccccc1F)c1cccc([N+](=O)[O-])c1	6	-0.2	-2	-0.6
Cc1cc(C)cc(-n2nnc3c(=O)n(CC(=O)N4CCCc5ccccc54)cnc32)c1	-12	0.1	-3	-0.3
C/C(=C/C(=O)O)C(=O)Nc1ccc(I)cc1	-5	-0.1	-1	0.2
Nc1nc(SCc2ccccn2)nn1CC(=O)NC1CC1	-5	-0.3	-7	0.6
O=[N+]([O-])c1ccc(N2CCOCC2)cc1N1CCN(c2ccccc2)CC1	14	0.2	-4	-0.8
O=C1CC2(CCCC2)CC(=O)N1CCCCN1CCN(c2ncccn2)CC1	-6&6&2&-12&17	-0.3&0.0&0.0&0.0&-0.1	12&-7	1.3&1.1&-0.6&0.7&-0.1
C=CC(=O)N1CN(C(=O)C=C)CN(C(=O)C=C)C1	-4	0.1	25	1.6
CCOC(=O)C(C)(C)Sc1nc2c(c(=O)n1-c1ccc(F)cc1)SCC2	4	-0.1	-2	2.3
Cc1cccc(-n2ncc3c(Nc4ccc(Oc5ccc(Cl)cc5)cc4)ncnc32)c1	5	0.0	-9	-0.1
NC(=O)C1CCN(C2CC(=O)N(Cc3ccc(Cl)cc3)C2=O)CC1 (configuration not stated)	-1	0.1	12	-0.4
O=C1NNC(c2ccccc2)=N/C1=C\c1ccccc1Cl	18	0.0	6	2.6
COc1ccc(Br)cc1CNC(=O)Cc1cccs1	10	-0.2	6	-0.9
N#Cc1ccc(-c2ccc(OCC(N)=O)cc2)cc1	8	-0.1	8	0.8&1.2
CCOc1ccccc1NC(=S)N1CCC(NC(=O)C(C)(C)C)CC1	0	0.1	-11	-0.9
O=C(Nc1ccc(Cl)c(Cl)c1)c1c(O)c2ccccc2[nH]c1=O	-2	0.1	-4	-0.6
Cc1ccc(N2C(=O)c3cccc4c(N)ccc(c34)C2=O)cc1	2	0.0	-15	-0.8
CC1CCc2c(sc(NC(=O)CN3CCN(C(=O)C4CCCCC4)CC3)c2C(N)=O)C1 (configuration not stated)	-6	0.0	-2	-0.6
CCCOc1ccc(C(=O)N/N=C\c2ccc([N+](=O)[O-])cc2)cc1	-3	-0.1	-7	-1.1
O=C(NCCCn1ccnc1)c1cc(-c2cccc(Cl)c2)on1	-18	0.0	-33	0.4
COc1ccc(C2CC(c3ccc(Cl)cc3)=NN2c2ccc(Br)cc2)cc1OC (configuration not stated)	-9	0.1	2	0.4

# Brought forward from above: four entries, followed by the next part.
canonical_smiles	MITF primary	FBW7 act	TEAD-YAP inh	GPR151 ag
CC1CCc2c(sc(NC(=O)CN3CCN(C(=O)C4CCCCC4)CC3)c2C(N)=O)C1 (configuration not stated)	-6	0.0	-2	-0.6
CCCOc1ccc(C(=O)N/N=C\c2ccc([N+](=O)[O-])cc2)cc1	-3	-0.1	-7	-1.1
O=C(NCCCn1ccnc1)c1cc(-c2cccc(Cl)c2)on1	-18	0.0	-33	0.4
COc1ccc(C2CC(c3ccc(Cl)cc3)=NN2c2ccc(Br)cc2)cc1OC (configuration not stated)	-9	0.1	2	0.4
Cc1nc2cc(C(F)(F)F)ccc2n1C1CCN(CC(=O)N2C(C)CCCC2C)CC1 (configuration not stated)	-4	0.5	4	2.5
CCOc1ccccc1C1C(C#N)=C(SCC(=O)OC)NC(=O)C1C#N (configuration not stated)	-2	-0.1	15	1.5
N#CC1=C(N)N(c2ccccc2[N+](=O)[O-])C2=C(C(=O)CCC2)C1c1ccsc1 (configuration not stated)	-12	0.0	-9	-0.5
Cc1nn2c(NCc3cccnc3)c3c(nc2c1-c1cccs1)CCC3	5	0.0	9	0.4
CC(C)(C)c1ccc(C(=O)Nc2ccc3nc(SCC(=O)c4ccc(F)cc4)sc3c2)cc1	0	0.0	-6	0.9
Cc1ccc(-c2nc3ccc(Br)cc3c(=O)o2)cc1[N+](=O)[O-]	-4	-0.1	-2	-4.0
NC(=O)Cn1nnc(-c2ccccc2NC(=O)c2ccc(Br)cc2)n1	-9	-0.2	-3	1.3
Cc1ccc(Cl)cc1-c1ccc(/C=C2\SC(=Nc3ccccc3)NC2=O)o1	17	0.2	-6	-0.6
CCOC(=O)c1c(Cl)nc(Cl)c(Cl)c1SC(=S)N1CCCC1	6	-0.1	5	0.2
COc1ccc(N2CCN(C(=O)c3ccc(I)cc3)CC2)cc1	-7	-0.2	-13	0.4
O=C(Nc1ccc(F)cc1)c1cn(-c2ccccc2)nc1-c1cccnc1	3	-0.1	1	2.6
Cc1cccc(Cc2nnc(CCC(=O)N(C)Cc3ccc(-n4cccn4)cc3)o2)c1	-16	0.0	-30	-0.3
CC(=O)Oc1c(Br)cc(Br)c2cccnc12	-5	-0.7	5	-1.7
O=C(Nc1cc(C(F)(F)F)ccc1C(=O)O)c1ccc(F)cc1F	-9	0.0	-7	1.2
O=C(Nc1ccnn1C1CCN(C2C3CC4CC(C3)CC2C4)CC1)c1ccc2c(c1)OCO2 (configuration not stated)	8	0.2	8	4.7
O=C(COc1ncnc2ccccc12)N1CCOCC1	-19	0.1	5	-0.9
CCc1c(C)[nH]c2c1C(=O)C(CN1CCOCC1)CC2 (configuration not stated)	-26&12	-0.1&0.3	·	1.5&-0.1
COc1ccc(S(=O)(=O)N2CCCCC2CC(=O)NCc2cccnc2)cc1 (configuration not stated)	6	0.1	13	-1.0
Cc1nc(N/N=C/c2cc(Cl)cc(Cl)c2O)cc(N2CCOCC2)n1	11	0.2	1	0.2
COCCCNC1=CC(=O)CC(c2ccccc2)C1 (configuration not stated)	11	0.2	-5	-1.3
CCCCSc1nnc2c(n1)OC(CC)Nc1ccccc1-2 (configuration not stated)	-11	-0.1	-20	0.6
O=C(NCc1ccccn1)c1ccc2c(c1)N(Cc1ccccc1F)C(=O)CS2	10	-0.1	13	-1.7
O=C(NCC1(c2cccs2)CCCC1)c1ccc(F)cc1Cl	-6	-0.1	-13	0.7
Cc1ccc(C(=O)Nc2nnc(S(=O)(=O)N3CCOCC3)s2)cc1	-5	0.2	-12	1.2
CC1CCC(N2CC(=O)N(CCc3ccccc3Cl)C(c3ccc(F)cc3)C2=O)CC1 (configuration not stated)	-14	-0.2	0	-1.1
CC(CCO)Nc1nc2c(c(=O)n(C)c(=O)n2C)n1Cc1ccccc1Br (configuration not stated)	-8	-0.2	-11	-0.1
COc1ccc(-c2nc(C#N)c(N(C)C)o2)cc1	16	0.0	-22	-0.2
CN1C(=O)C(O)(c2c[nH]c3ccccc23)c2cc(Br)ccc21 (configuration not stated)	-3	-0.2	-7	0.5
OC1(c2ccc3c(c2)CN(Cc2ccoc2)CCO3)CCN(c2ccccc2F)CC1	22	0.8	0	-0.6
CCN(CC)CCN(C)C(=O)CCc1nnc(-c2ccc(C)s2)o1	9	0.1	0	-0.6
CCCCOc1ccccc1C1C(C(=O)OCCOCC)=C(C)NC2=C1C(=O)CC(C)(C)C2 (configuration not stated)	12	0.3	-1	-1.6
COC(=O)C12CC3CC(CC(C3)C1)C2	3	0.4	4	-0.4
O=C(COc1ccc(C(=S)N2CCCC2)cc1)Nc1ccc(F)cc1	17	0.4	8	-1.9
Cn1c(=O)[nH]c(=O)c2[nH]c(CN(Cc3ccccc3)Cc3ccccc3)nc21	-5	0.0	6	1.3
O=C1CCC(C(=O)NC2(C(=O)NC3CCCCC3)CCCCC2)N1 (configuration not stated)	-7	0.0	-11	-0.4
Cc1ccc(S(=O)(=O)N2CC=C(C(=O)NC3CC3)CC2)cc1	1	0.0	-1	0.1
Cc1cccc(NC(=O)C(O)c2ccccc2)c1 (configuration not stated)	0	-0.1	-10	1.1
O=C(Nc1ccc(-c2cn[nH]c2)cc1)C1CCCNC1 (configuration not stated)	5	0.1	1	0.5
COc1ccc(NC(=O)CNC(=O)Cn2cnc3sc4c(c3c2=O)CCCC4)cc1OC	12	0.0	10	0.3
CCOc1ccc(CCNS(=O)(=O)c2cc(-c3nnc(Nc4ccc(Br)cc4)c4ccccc34)ccc2C)cc1OCC	-13	-0.1	3	-1.2
CCN(Cc1ccncc1)Cc1ccc2c(c1)CN(C(=O)C1CCC1)CCO2	-3	0.0	-4	0.0
Cc1ccc(NC(=O)C2CCCN(S(=O)(=O)c3c(C)noc3C)C2)c(C)c1 (configuration not stated)	1	-0.2	3	-0.8
COc1ccc(OCC2COS(=O)O2)cc1 (configuration not stated)	9	-0.1	-5	0.3
O=C1Nc2ccccc2/C1=c1/sc2n(c1=O)CN(c1cccc(Br)c1)CN=2	8	0.4	8	-1.2
O=C(NCc1ccccc1)c1cccc(-c2ccccc2)c1	-1	0.1	-4	-1.1
O=C1c2ccccc2C(=O)N1c1ncc(Cc2ccc(Cl)cc2)s1	59*	0.0	14	-0.7
Cn1cc(-c2nc(Nc3ccc(-n4cnc(N5CCOCC5)n4)cc3)ncc2F)cn1	-4	-0.2	22	-0.5
CCCC(=O)N=c1sc2cc(Br)ccc2n1CCOC	-7	-0.1	6	-0.2
CCC(C)NS(=O)(=O)c1ccc2c(c1)C(=O)c1cc(S(=O)(=O)NC(C)CC)ccc1-2 (configuration not stated)	-14	0.1	8	1.2
CN(c1ccc(C(=O)Nc2cccc(Br)c2)cc1)S(=O)(=O)c1ccccc1	6	0.9	5	-1.5
